Assay outcomes deposited in PubChem by National Center for Advancing Translational Sciences (NCATS).
Menin MLL FP TR: qHTS Assay for Inhibitors Targeting the Menin-MLL Interaction in MLL Related Leukemias: Competition With Texas Red Labeled MLL-derived Mutant Peptide | O00255 | Menin + Texas Red MLL mutant peptide, fluorescence polarization | Potency, µM (series often up to 61.6 µM), for inactives: at the top dose FP activity change, negative = inhibition, most hits filed as inhibitors | 270,000 tested, 0.23% active | AID 1768, 2009; active means well fitted inhibition curve with a large enough effect in the polarisation, with a control signal flat, not every such curve was filed as active; inconclusive means small, poorly fitted or top-dose-only effect, or effect the other way, or a change in a side signal; inactive means no such curve, though single readings can be large or run the other way; the % refers to the polarisation; further: % of control where 0% means no effect; many of its hits are not listed in these tables
Target sequence (O00255 whole entry, looked up): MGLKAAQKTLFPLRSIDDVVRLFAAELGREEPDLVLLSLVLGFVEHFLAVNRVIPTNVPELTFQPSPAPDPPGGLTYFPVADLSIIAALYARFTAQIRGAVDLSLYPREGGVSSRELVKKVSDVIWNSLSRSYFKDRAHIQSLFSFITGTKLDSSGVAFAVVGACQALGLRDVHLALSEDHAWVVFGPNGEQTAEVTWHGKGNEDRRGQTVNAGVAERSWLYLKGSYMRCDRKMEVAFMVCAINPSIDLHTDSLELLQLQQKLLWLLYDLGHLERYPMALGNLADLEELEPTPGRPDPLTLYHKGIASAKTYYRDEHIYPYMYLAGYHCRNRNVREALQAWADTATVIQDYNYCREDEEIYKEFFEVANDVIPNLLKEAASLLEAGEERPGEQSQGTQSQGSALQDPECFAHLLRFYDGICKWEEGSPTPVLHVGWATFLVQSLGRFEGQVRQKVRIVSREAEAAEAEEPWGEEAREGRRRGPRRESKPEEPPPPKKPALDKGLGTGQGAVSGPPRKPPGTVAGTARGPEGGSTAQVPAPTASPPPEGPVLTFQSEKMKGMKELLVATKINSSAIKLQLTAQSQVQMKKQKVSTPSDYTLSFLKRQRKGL
Numbers without * were called inactive; ? = inconclusive; & = joins results of further samples; [ ] = another dose, or the depositor's remark. Potency means the concentration at half of the fitted maximal effect.

SMILES | Menin MLL FP TR
CCNc1ncc2nc(-c3cn(C)c4ccccc34)c(=O)n(-c3ccc(OC)cc3)c2n1 | -2%
CCCCc1nc2c(c3c1C[C@H](C)OC3)CN(C(=O)N[C@@H](C)c1ccccc1)CC2 | 1%[11.7 µM]
COc1cc2c(cc1OC)Cc1cc(OC)c(OC)cc1Cc1cc(OC)c(OC)cc1C2 | -16%
Cc1nc2cnc(N3CCN(C)CC3)nc2n(CCc2ccccc2)c1=O | -5%
CC1=C2[C@@H](O)[C@H]([C@@H](C)C(=O)NCCC(C)C)CC[C@@]2(C)C=CC1=O | -2%
Cc1ccc(C2CC(=O)Oc3cc4c(cc32)OCO4)cc1 (stereo not drawn) | ?
CC(C)NC(=O)N1CCCC2(CCN(C(=O)c3ccco3)CC2)C1 | -12%
Cc1onc(-c2c(F)cccc2Cl)c1C(=O)N[C@H]1C(=O)N2[C@H]1SC(C)(C)[C@H]2C(=O)O | -1%[24.8 µM]
CNc1cc(-c2ccccc2CN(C)C)ncn1 | 11%
COC(=O)C1=C(C)N(Cc2ccccc2)[C@]23O[C@](C(=O)OC)(C(=O)N2C1c1ccccc1)C1C(=O)N(C)C(=O)C13 (stereo partly drawn) | 1%&12%[11.7 µM]

An excerpt of the results above:
SMILES | Menin MLL FP TR
CNc1cc(-c2ccccc2CN(C)C)ncn1 | 11%
COC(=O)C1=C(C)N(Cc2ccccc2)[C@]23O[C@](C(=O)OC)(C(=O)N2C1c1ccccc1)C1C(=O)N(C)C(=O)C13 (stereo partly drawn) | 1%&12%[11.7 µM]

Next section.
SMILES | Menin MLL FP TR
COC(c1ccccc1)C(C)C(OC)C(C)C(OC)C(C)C(C)=O (stereo not drawn) | 0%[11.7 µM]
CC[C@H]1C(c2cccc(C)c2)=NN(c2ccccc2)[C@@H]1CO | ?
CNc1ccc(C(=O)Oc2cc(O/N=[N+](\[O-])N(C)C)c([N+](=O)[O-])cc2[N+](=O)[O-])cc1 | ?
CCCNC(=O)OC[C@@H]1O[C@H](c2ccccc2)C=C[C@@H]1Oc1ccc(OC)cc1 | -10%[11.7 µM]
COc1ccccc1CNc1ncncc1-c1ccccc1OC | -11%
CCNc1ncc2nc(CCc3ccccc3)c(=O)n(-c3ccc(OC)cc3)c2n1 | 8%
CN(Cc1ccco1)c1nc(-c2ccccc2C(F)(F)F)nc2ccccc12 | -4%
COc1cccc([C@@H]2Oc3ccc(Br)cc3C(=O)[C@H]2OC(=O)NS(=O)(=O)c2ccc(C)cc2)c1 | 1%
COc1cccc(Nc2ncc3nc(-c4ccccc4)c(=O)n(C)c3n2)c1 | ?
c1cncc(CNc2ncncc2-c2ccc3c(c2)OCO3)c1 | -9%
COc1ccc(-c2nc3cnc(N(C)C)nc3n(C3CC3)c2=O)cc1 | -17%
N#CCCn1c(=O)cnc2cnc(Oc3ccccc3)nc21 | -16%
c1cncc(CNc2ncncc2-c2cccnc2)c1 | 0%
COc1ccccc1-c1cncnc1NCc1cnc(C)cn1 | ?
CCCC[C@@H]1C[C@H]1C(NC(=O)c1ccc(-c2ccccc2)cc1)c1ccc(-c2ccccc2)cc1 (stereo partly drawn) | 12%
CO[C@@H]1COC(=O)C/C=C\[C@H](C)[C@H](OC)COC(=O)[C@H]2CCCN2C(=O)C/C=C\[C@H]1C | -21%[11.7 µM]
COC(=O)C1=C(C(=O)OC)[C@@H]2Nc3ccccc3[C@@]23C[C@@H](C(=O)OC)N(S(=O)(=O)c2c(C)noc2C)C3=N1 | -16%[11.7 µM]
COC(=O)N1C2=C(c3ccccc3[C@@H]1CC(=O)Nc1ccc3ccc4cccc5ccc1c3c45)[C@@H]1C(=O)N(c3ccccc3)C(=O)[C@@H]1[C@H](C)C2 | ?
COc1ccc(-c2ccc(C(C)=O)cc2)cc1C1C2C=CCCC2(C)C(=O)N1Cc1ccccc1 (stereo not drawn) | -5%
COCCNc1nc(-c2c(C)noc2C)nc2ccccc12 | -9%

3 of the entries above in order of the Menin MLL FP TR value, low to high.
canonical_smiles	Menin MLL FP TR
COc1cc2c(cc1OC)Cc1cc(OC)c(OC)cc1Cc1cc(OC)c(OC)cc1C2	-16%
Cc1nc2cnc(N3CCN(C)CC3)nc2n(CCc2ccccc2)c1=O	-5%
CCNc1ncc2nc(CCc3ccccc3)c(=O)n(-c3ccc(OC)cc3)c2n1	8%

The listing continues:
SMILES | Menin MLL FP TR
C[C@@]1(O)CCOC(=O)C1 | -1%[24.8 µM]
CCNCCCNCCCCNCCCNCC | 10%[24.8 µM]
O=C(N/N=C1/C[C@@H](O)[C@@H](O)[C@@H]2[C@H]3C(=O)N(c4ccc(F)cc4F)C(=O)[C@@H]3CC[C@@H]12)OCc1ccccc1 | 0%[11.7 µM]
O=C(c1csnn1)N1CCC2(CCCN(c3ccccc3)C2)CC1 | -12%
COC(=O)C1=C(C)N(Cc2ccccc2)C2=C(C(=O)c3ccccc3)C(c3ccccc3)[C@@](O)(C(=O)OC)C(=O)N2C1c1ccccc1 (stereo partly drawn) | 0%&-3%[11.7 µM]
CCCCC(C)(C)[C@H](O)/C=C/[C@H]1[C@H](O)CC(=O)[C@@H]1C/C=C\CCCC(=O)O | 7%
O=c1cc(-c2cccc(O)c2)oc2cccc(O)c12 | 19%[24.8 µM]
CS(=O)(=O)c1ccc(-c2cc(Br)sc2-c2ccc(F)cc2)cc1 | -1%[24.8 µM]
CCN1C(=O)[C@H]2[C@H]3[C@H](O)[C@H](O)C/C(=N/OC)[C@@H]3CC[C@@H]2C1=O | 1%[11.7 µM]
CCOC(c1cc(OC)cc([N+](=O)[O-])c1OC)C(C)C(OC)[C@@H](C)/C=C/CC(=O)OC (stereo partly drawn) | 2%[11.7 µM]
COCCNc1nc(-c2ccc(C(=O)N(C)C)cc2)nc2ccccc12 | -13%
CC1CC=CC2C1C(=O)N(Cc1ccccc1)C2c1ccc(Br)cc1F (stereo not drawn) | -9%
CC(=O)OCC(CO)OC(C)=O (stereo not drawn) (tested in a mixture with another compound) | -19%
CCNc1ncc2nc(-c3ccc(OC)cc3)c(=O)n(Cc3ccc(F)cc3)c2n1 | 19%
O=c1c(-c2ccccc2)nc2cncnc2n1C1CC1 | 0%
CC[C@H](C)[C@H](NC(=O)[C@H](CCC(=O)O)NC(=O)[C@H](CC(N)=O)NC(=O)[C@@H](N)[C@@H](C)O)C(=O)N[C@H](C(=O)N[C@@H](CCC(=O)O)C(=O)N[C@@H](CCC(=O)O)C(=O)N[C@@H](CCC(N)=O)C(=O)N[C@@H](Cc1ccc(O)cc1)C(=O)N[C@H](C(=O)N1CCC[C@H]1C(=O)N[C@@H](CCC(N)=O)C(=O)N[C@@H](CO)C(=O)N[C@@H](CC(C)C)C(=O)N[C@@H](C)C(=O)N[C@H](C(=O)N[C@@H](CC(C)C)C(=O)N[C@@H](CCC(=O)O)C(=O)N[C@@H](CO)C(=O)N[C@H](C(=O)N[C@@H](Cc1ccccc1)C(=O)N[C@@H](CCC(N)=O)C(=O)N[C@@H](CCC(=O)O)C(=O)N[C@@H](CC(C)C)C(=O)NCC(=O)N[C@@H](CCCCN)C(=O)N[C@@H](CC(C)C)C(=O)N[C@H](C(=O)NCC(=O)N1CCC[C@H]1C(=O)N[C@@H](CC(N)=O)C(=O)N[C@@H](CO)C(=O)N[C@@H](CCC(N)=O)C(=O)O)[C@@H](C)O)C(C)C)[C@@H](C)O)[C@@H](C)O)C(C)C | 8%
O=C(c1ccncc1)N1CCC2(CCCN(c3ccc(-c4ccccc4)cc3)C2)CC1 | -1%
Cc1cnc(CNc2cc(-c3ccccc3C(F)(F)F)ncn2)cn1 | -11%
CC[C@@H]1OC(=O)[C@H](C)[C@H](O[C@@H]2C[C@](C)(OC)[C@H](O)[C@H](C)O2)[C@H](C)[C@H](O[C@@H]2O[C@@H](C)C[C@@H](N(C)C)[C@@H]2O)[C@](C)(O)C[C@H](C)[C@@H]2N[C@H](COCCOC)O[C@H]([C@@H]2C)[C@]1(C)O | -23%[24.8 µM]
O=c1n(-c2ccccc2)c(=O)n2n1CC[C@H]1/C(=N\OCc3ccccc3)[C@H]3O[C@@H]3[C@@H](O)[C@@H]12 | 6%[11.7 µM]
CC1(C)CC=C(O[Si](C)(c2ccccc2)c2ccccc2)CC1 | 3%
CC(=O)Oc1c(-c2ccccc2)oc2c(CC=C(C)C)c3c(c(OC(C)=O)c2c1=O)C=CC(C)(C)O3 | 29%
C[C@H]1Cc2c(COc3ccccc3)nc3c(c2CO1)CN(C(=O)NCCc1c[nH]c2ccccc12)CC3 | -12%[11.7 µM]
Cc1noc(C)c1C(=O)N1CCC[C@@]2(CCN(c3ccccn3)C2)C1 | 2%
COc1ccc(-c2coc3c(OC)c(OC)cc(OC)c3c2=O)cc1 | ?
C/C(CCC(=O)OC[C@@H]1O[C@H](C#Cc2ccccc2)C=C[C@@H]1Oc1ccc(C)cc1)=N/OC[C@@H](O)[C@H]1O[C@H]2OC(C)(C)O[C@H]2[C@@H]1O | -4%[11.7 µM]
O=C(c1csnn1)N1CCC2(CCN(Cc3ccccc3)CC2)CC1 | 0%
Cc1cnc(CNc2nc(-c3ccc(N(C)C)cc3)nc3ccccc23)cn1 | 9%
COc1ccc(-c2nnc3n2N=C(c2c(OC)cccc2OC)CS3)cc1 | ?
CC(=O)OC[C@@H]1O[C@H](CCO/N=C(\C)CCC(=O)OC[C@@H]2O[C@H](C#Cc3ccccc3)C=C[C@@H]2Oc2ccc(C)cc2)C=C[C@@H]1OC(C)=O | -13%[11.7 µM]
CC(=O)OCC1OC(C#Cc2ccc(F)cc2F)C=CC1OC(C)=O (stereo not drawn) | -26%[11.7 µM]
CC1(C)OC(C(O)(c2cccc3c2oc2ccccc23)c2cccc3c2oc2ccccc23)C(C(O)(c2cccc3c2oc2ccccc23)c2cccc3c2oc2ccccc23)O1 (stereo not drawn) | ?
COC(=O)N1CCC2(CC1)CN(c1ccncc1)C2 | -15%
CCCCC1=CC2=C(c3ccco3)C(=O)C(C)(OC(=O)c3ccc(OC)cc3)C(=O)C2=CN1CCc1c[nH]c2ccccc12 (stereo not drawn) | 0%[11.7 µM]
Cc1cccc(-c2[nH]c(C(C)(C)C)nc2-c2ccc3c(c2)OCO3)n1 | -7%
COC(=O)C1=C(C(=O)OC)[C@@H]2N(C)c3ccccc3[C@@]23C[C@@H](C(=O)OC)N(S(=O)(=O)c2ccc(C(F)(F)F)cc2)C3=N1 | 0%[11.7 µM]
O=C(c1cnccn1)N1CCC[C@@]2(CCN(c3ccccc3)C2)C1 | -13%
CNCC[C@H](Oc1ccccc1OC)c1ccccc1 | 6%&-5%[24.8 µM]
NCCC[C@@H](CC(=O)N[C@@H]1CCCC[C@H]1C(=O)N[C@H](CC(=O)N[C@@H](CCC(=O)O)CC(=O)O)Cc1c[nH]c2ccccc12)NC(=O)C[C@H](CO)NC(=O)[C@@H]1CCCC[C@H]1N | -2%
C[C@]12CCC3c4ccc(OC(=O)c5ccccc5)cc4CCC3C1CCC2=O (stereo partly drawn) | 5%
NCCCC[C@H](NC(=O)[C@H](Cc1c[nH]c2ccccc12)NC(=O)[C@H](CC(=O)O)NC(=O)[C@H](Cc1cnc[nH]1)NC(=O)[C@H](CO)NC(=O)[C@H](Cc1c[nH]c2ccccc12)NC(=O)[C@H](Cc1cnc[nH]1)NC(=O)[C@@H]1CCC(=O)N1)C(=O)N1CCC[C@H]1C(=O)NCC(N)=O | -4%
CC(=O)Oc1ccc2c(c1OC(C)=O)OCC1(O)Cc3c(cc(OC(C)=O)c(OC(C)=O)c3OC(C)=O)C21 (stereo not drawn) | 0%
CC(C)(C)c1ccc(OC2C(O)COC2/C=C/C#Cc2ccccc2)cc1 (stereo not drawn) | -7%&-1%[11.7 µM]
Nc1cccc(B(O)O)c1 | 9%
COc1cccc(-c2nccc(NC3CCNCC3)n2)c1 | -1%
CC(C)(C)OC(=O)N1CCCC1C(=O)NC1COC2CC(n3cc(F)c(=O)[nH]c3=O)OC12 (stereo not drawn) | 0%
COc1ccc2[nH]cc(CCNc3cc(-c4ccccc4OC)ncn3)c2c1 | 14%
CSCC[C@@H]1NC(=O)C/C=C\[C@@H](C)COC(=O)[C@H](C)COC1=O | -3%[11.7 µM]
Cn1cccc1C(=O)N1CCC[C@@]2(CCN(C(c3ccccc3)c3ccccc3)C2)C1 | -3%
COC(=O)C1=C(C(=O)OC)[C@@H]2N(Cc3ccccc3)c3ccccc3[C@@]23C[C@@H](C(=O)OC)N(C(=O)c2ccco2)C3=N1 | 12%[11.7 µM]
O=C(c1ccco1)N1CCC2(CCCN(Cc3ccccc3)C2)CC1 | -3%
COc1ccc(-c2ccccc2C2NC(C(=O)O)CCC2C)cc1 (stereo not drawn) | 3%[11.7 µM]
CC(C)[C@H](/C=C/C[Si](C)(C)C)[C@H](C)C(O)/C=C/CCCOC(=O)C(C)(C)C (stereo partly drawn) | -2%

Structural class, the compounds so far containing a tert-butyl group.
SMILES | Menin MLL FP TR
Cc1cccc(-c2[nH]c(C(C)(C)C)nc2-c2ccc3c(c2)OCO3)n1 | -7%
CC(C)(C)c1ccc(OC2C(O)COC2/C=C/C#Cc2ccccc2)cc1 (stereo not drawn) | -7%&-1%[11.7 µM]
CC(C)(C)OC(=O)N1CCCC1C(=O)NC1COC2CC(n3cc(F)c(=O)[nH]c3=O)OC12 (stereo not drawn) | 0%
CC(C)[C@H](/C=C/C[Si](C)(C)C)[C@H](C)C(O)/C=C/CCCOC(=O)C(C)(C)C (stereo partly drawn) | -2%

A portion of the library. The share of hits here may be higher or lower than overall.
